High-throughput results deposited in PubChem by National Center for Advancing Translational Sciences (NCATS).
N370S GC mod = N370S glucocerebrosidase modulation, Gaucher chaperone candidate | P04062 | N370S GC spleen homogenate, 4MU-glucoside fluorescence | Potency, µM (doses to about 59.4 µM), for the others: top-dose activity change, negative = inhibition, usual class: inhibitors | actives 0.092% (n = 330,000);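 also: 0% = full enzyme activity and -100% = no enzyme basal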
GCN5L2 inh = inhibitors of human GCN5L2 histone acetyltransferase. GCN5L2 HAT assay, ThioGlo1 CoA-SH fluorescence. Potency, µM (series often up to 58.9 µM), inactives show at the highest dose activity change, negative = inhibition, usual class: inhibitors. actives 0.21% (n = 390,000). AID 504327
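ThioGlo1-coupled HAT assay: 20nM GCN5L2, 70uM acetyl-CoA, 75uM H3(1-25) peptide, pH 7.5. Fluorescence read at 340/540nm at start and after 20 min at room temperature.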
FEN1 inhibitor = blocks human flap endonuclease 1 | P39748 | Recombinant FEN1 flap cleavage, fluorescence, 15 min | Potency, µM (doses to about 114 µM), for inactives: at the top dose activity change, negative = inhibition, usual class: inhibitors | actives 0.35% (n = 390,000); also: nearly all actives have a fitted effect of over 65% in size
Target sequence (P39748 whole entry, looked up): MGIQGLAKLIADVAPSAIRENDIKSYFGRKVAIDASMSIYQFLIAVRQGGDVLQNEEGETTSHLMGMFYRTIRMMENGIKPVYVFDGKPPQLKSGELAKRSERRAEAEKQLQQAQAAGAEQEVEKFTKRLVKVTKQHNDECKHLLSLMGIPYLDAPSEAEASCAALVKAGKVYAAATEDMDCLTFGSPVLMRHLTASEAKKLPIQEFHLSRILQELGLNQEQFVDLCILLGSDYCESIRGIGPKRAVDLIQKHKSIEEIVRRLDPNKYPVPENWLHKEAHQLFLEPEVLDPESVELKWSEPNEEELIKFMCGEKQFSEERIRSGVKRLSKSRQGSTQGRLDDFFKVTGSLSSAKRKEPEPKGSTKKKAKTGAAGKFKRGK
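Steps: FEN1 (10 nM) dispensed; compound added by pin tool; 15 min at room temperature; substrate added to 50 nM final; reads at 0 min and 15 min; data normalized and fitted (four-parameter Hill).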
The depositor's hits bear a star; ? = inconclusive; . = not tested or not shown; & = joins results of further samples; [ ] = dose if it differs, or a comment. Calls follow the shape of the dose curve; as a rule, active = well fitted curve in the direction sought with a large enough effect; inconclusive = small, poorly fitted or top-dose-only effect, or another doubt; inactive = no such curve, though single readings can be large; an effect the other way counts as inactive or inconclusive. Unless noted, % is scaled to controls: 0 for no effect and ±100 for the full control effect; potency is read from the fitted curve at half-maximal effect. The list is partial, so the mix of outcomes need not match the whole.

smiles | N370S GC mod | FEN1 inhibitor | GCN5L2 inh
COC(=O)C(NC(=O)CC(C)C)(Nc1nc2c(s1)CCCC2)C(F)(F)F (stereo unspecified) | . | 11% | -22%
CCc1cc(=O)oc2c(C)c(OC(C)C(=O)NCC3CCC(C(=O)O)CC3)ccc12 (stereo unspecified) | -1% | 12% | 0%
CCn1nnc(NC(=O)c2cc3ccccc3o2)n1 | 1% | 8% | 2%
O=S(=O)(Cc1ccccc1)NCCc1cccc(Cl)c1 | 2% | -3% | -13%
CCc1cccc2c(-c3ccccc3)nc(SCC(=O)Nc3ccc(OC)cc3)nc12 | . | 2% | 1%
COC(=O)c1ccc(OC(=O)c2ccco2)cc1 | -14% | -2% | -2%
CC(C)Cn1c(=O)c2ccccc2n2c(CCC(=O)NC(C)c3ccccc3)nnc12 (stereo unspecified) | . | 1% | -10%
COc1cc(CNCCSc2nnnn2C)ccc1OCc1ccc(C)cc1 | . | 16% | -2%
COc1ccc(N(CC(=O)NC2CCCC2)C(=O)c2csnn2)cc1 | -9% | -1% | 3%
Cc1ccc2onc(CC(=O)Nc3cccc(C(F)(F)F)c3)c2c1 | . | -19% | -4%

7 records drawn at random from the list so far, as already listed:
smiles | N370S GC mod | FEN1 inhibitor | GCN5L2 inh
O=S(=O)(Cc1ccccc1)NCCc1cccc(Cl)c1 | 2% | -3% | -13%
COc1ccc(N(CC(=O)NC2CCCC2)C(=O)c2csnn2)cc1 | -9% | -1% | 3%
CC(C)Cn1c(=O)c2ccccc2n2c(CCC(=O)NC(C)c3ccccc3)nnc12 (stereo unspecified) | . | 1% | -10%
COC(=O)c1ccc(OC(=O)c2ccco2)cc1 | -14% | -2% | -2%
CCn1nnc(NC(=O)c2cc3ccccc3o2)n1 | 1% | 8% | 2%
Cc1ccc2onc(CC(=O)Nc3cccc(C(F)(F)F)c3)c2c1 | . | -19% | -4%
CCc1cc(=O)oc2c(C)c(OC(C)C(=O)NCC3CCC(C(=O)O)CC3)ccc12 (stereo unspecified) | -1% | 12% | 0%

Next section:
smiles | N370S GC mod | FEN1 inhibitor | GCN5L2 inh
Cc1ccc(NC(=S)NCc2ccc3[nH]c4c(c3c2)CCCC4)cc1 | 8% | -10% | -5%
COc1ccccc1OCCn1c(C(C)O)nc2ccccc21 (stereo unspecified) | 2% | -3% | 0%
Cc1csc2nc(-c3cccc(NC(=O)c4c(F)cccc4F)c3)cn12 | . | -16% | -10%
CC(C)(C)NC(=O)CC1C[C@H](C(=O)N2CCOCC2)[C@@]2(CCC3CCCC3)c3[nH]c4ccccc4c3CCN2C1=O (stereo partly specified) | . | -5% | -1%
CN1CCCN(C(=O)c2cc(-c3ccc(Cl)c(Cl)c3Cl)nc3ccccc23)CC1 | -20% | -14% | -2%
O=C(c1cccs1)N1CCN(c2nc3ccccc3s2)CC1 | -16% | 17% | 1%
COc1ccc(Cn2c(=O)n(-c3ccc(C)cc3)c(=O)c3c2c2cc(C)ccc2n3C)cc1 | . | 0% | 5%
CC(Cc1ccco1)NC(=O)c1ccc(C(F)(F)F)cc1 (stereo unspecified) | 0% | 16% | -3%
CCC(=O)Nc1ccc2nc(SCCOc3ccc(C)cc3)sc2c1 | . | 9% | 1%
O=S1(=O)C=C(SCc2ccccc2)Nc2ccccc21 | -1% | -12% | 2%

The results go on.
smiles | N370S GC mod | FEN1 inhibitor | GCN5L2 inh
CCOc1ccc(NC(=O)NCc2cccnc2)cc1 | 1% | -5% | ?
CCC[C@@H](O)c1cc2cc(OC)c(OC)cc2c(=O)o1 | . | 0% | -3%
CCc1nnc(NC(=O)c2cc(=O)c3cc(C)c(C)cc3o2)s1 | . | 18% | -8%
Cc1cc(NS(=O)(=O)c2ccc(Nc3nc(-c4ccc(O)cc4)cs3)cc2)no1 | 27% | 0% | 0%
COc1ccc(-n2ncc3c2CC(C)(C)CC3NC(=O)Cc2nonc2C)cc1 (stereo unspecified) | -12% | 9% | -23%
COc1ccc(C2SCC(=O)N2c2ccccc2)cc1 (stereo unspecified) | -9% | -13% | -16%
CCc1ccc(NC(=O)CN2C(=O)c3cccc4cccc2c34)cc1 | . | 0% | -2%
COc1ccc(NC(=O)Nc2c(C)noc2-c2ccccc2)cc1 | -13% | 3% | -1%
Oc1ccccc1-c1nc2cnccn2c1Nc1ccc2c(c1)OCCO2 | 15% | -18% | -9%
Cc1ccccc1NC(=O)NCCc1c[nH]c2ccccc12 | 5% | -3%&-23% | -8%&-2%

Other entries follow:
smiles | N370S GC mod | FEN1 inhibitor | GCN5L2 inh
Cc1cc2n(n1)C(c1cccs1)Nc1ccccc1-2 (stereo unspecified) | 11% | -8% | 1%
CC(=O)N1CCc2cc(S(=O)(=O)N3CCOCC3)ccc21 | -2% | -4% | -1%[0.501 µM]
Cc1ccc(NC(=S)N(C)C(c2ccccc2)c2ccccc2)cc1C | 3% | -24% | -9%
COc1ccc(CC(=O)NCCCSc2ccccc2)cc1OC | -19% | 0% | 0%
Cc1ccc2[nH]c(C(=O)N3CCN(c4cccc(Cl)c4)CC3)cc2c1 | -2% | 10% | -26%
COc1ccc(-c2csc(/C(C#N)=C\c3ccc(O)c([N+](=O)[O-])c3)n2)cc1OC | 5% | -32% | ?
CC(C)Oc1ccc(C(=O)N(CN2CCCC2=O)c2ccc(F)cc2)cc1 | -3% | 5% | -1%[0.501 µM]
O=C(/C=N/O)Nc1ccccc1C(=O)O | 6% | -5% | -28%
CCN1C(=S)N[C@@H](c2cccc(F)c2)C(C(=O)OC)=C1C | -4%&14% | 15% | -20%&-4%
COc1ccc(C(=O)O)cc1NC(=S)NC(=O)c1ccc(-c2ccc(Cl)cc2)o1 | -10% | -20% | 1%

3 entries already listed, ordered by heavy-atom count, high to low.
smiles | N370S GC mod | FEN1 inhibitor | GCN5L2 inh
Oc1ccccc1-c1nc2cnccn2c1Nc1ccc2c(c1)OCCO2 | 15% | -18% | -9%
Cc1ccc(NC(=S)N(C)C(c2ccccc2)c2ccccc2)cc1C | 3% | -24% | -9%
CCN1C(=S)N[C@@H](c2cccc(F)c2)C(C(=O)OC)=C1C | -4%&14% | 15% | -20%&-4%

Later entries.
smiles | N370S GC mod | FEN1 inhibitor | GCN5L2 inh
COc1ccc(C(=O)N2CCC3(CCCN(C(=O)Nc4cccc(C#N)c4)C3)CC2)cc1 | -2% | . | -7%
CC(=O)Nc1ccc(-c2nnc3n(CC(C)C)c(=O)c4ccccc4n23)cc1 | . | 10% | -11%
C/C(CC(=O)NCc1ccc(F)cc1)=N\NC(N)=S | -4% | -9% | 4%
Cc1ccc(-n2c(Cc3cccn3C)nnc2SCC(N)=O)cc1 | 1% | 7% | 3%
COc1ccc(CC(=O)Nc2ccc(N3CCN(c4ccc(OC)cc4)CC3)c(C#N)c2)cc1 | 9% | -11% | -3%
Cc1nnc(SCc2cc(=O)n3[nH]cnc3n2)s1 | -8% | -2% | -3%
COc1ccccc1N(CCN1C(=O)c2cccc3cccc(c23)C1=O)C(=O)c1ccncc1 | 10% | . | -3%
O=C1c2ccccc2-c2nc3ccccc3n21 | 11% | 4%&-4% | -17%
O=C(NCc1ccc(F)cc1)c1c2c(nc3ccccc13)C(=O)N(C1CCCCC1)C2 | . | 3% | -23%
O=C1Nc2ccccc2C1C(C[N+](=O)[O-])c1ccccn1 (stereo unspecified) | -18% | ? | -6%

Further results follow.
smiles | N370S GC mod | FEN1 inhibitor | GCN5L2 inh
Cc1nnc(SCc2cccc([N+](=O)[O-])c2)s1 | 7% | -9% | -13%
CCOc1ccc(C(O)C(CN2CCOCC2)c2ccccc2)cc1 (stereo unspecified) | 11% | 9% | -6%
CCS(=O)(=O)Nc1ccc(C(=O)CC2(O)C(=O)Nc3ccc(Br)cc32)cc1 (stereo unspecified) | -6% | 7% | -1%
CCOC(=O)N1CCN(Cc2nc3ccc([N+](=O)[O-])cc3c(=O)n2-c2ccccc2F)CC1 | -12% | -13% | 22%
CCOC(=O)c1cccnc1SCC(=O)N(C)c1ccccc1 | 4% | -18% | -8%
CCC(=O)Nc1nnc(SCC(=O)NC2CCCC2)s1 | 2% | -4% | -2%
COc1ccccc1NC(=O)CCCc1nc(-c2ccc(OC)c(OC)c2)no1 | -1% | -17% | -15%
CN(C)S(=O)(=O)c1ccc2c(c1)C(=NO)c1cc(S(=O)(=O)N(C)C)ccc1-2 | -23% | -3% | -8%
CC1CCCCC12NC(=O)N(CC(=O)N1CCN(S(=O)(=O)c3cccs3)CC1)C2=O (stereo unspecified) | -5% | 13% | 0%
CC(NC(=O)C(C)(C)C)C(c1cccs1)N1CCOCC1 (stereo unspecified) | 2% | 0% | -6%

Next compounds:
smiles | N370S GC mod | FEN1 inhibitor | GCN5L2 inh
COc1ccc2c(c1)nc(CN1CCN(CCO)CC1)n2C | 2% | -1% | 0%
Cc1ccc(NS(=O)(=O)c2cc3[nH]c(=O)c(=O)[nH]c3cc2C)cc1N(C)C | . | -5% | -11%
CCOC(=O)N1CCC(NC(=O)C2=CCN(S(=O)(=O)c3ccc(F)cc3)CC2)CC1 | 0% | 2% | -6%
COc1cc2[nH]cc(C(=O)NCCc3ccccc3)c(=O)c2cc1OC | 8% | -9% | 1%
COc1ccccc1NC(=S)NC(=O)C(C)C | -1% | -5% | -6%
Cc1nn(-c2ccc(N3CCCCC3)nn2)c(C)c1CCC(=O)Nc1ccc(F)cc1F | . | 13% | 0%
COC(=O)c1[nH]c2cc(C)ccc2c1NC(=O)CN1CCc2cc(OC)c(OC)cc2C1 | 0% | -2% | -5%
NC(=O)C1CCN(C(=O)CCn2c(=O)oc3ccccc32)CC1 | . | 2% | -12%
OCC[C@H]1C[C@@H](O)[C@H](O)[C@]2(OCc3ccccc32)O1 | 0% | -8% | 2%
Cc1ccc(C2C(C#N)=C(N)SC(N)=C2C#N)cc1 | 3% | -5% | -3%

(more compounds)
smiles | N370S GC mod | FEN1 inhibitor | GCN5L2 inh
CCc1ccccc1NC(=O)C1CCN(S(=O)(=O)c2ccc3c(c2)N(C(C)=O)CCO3)CC1 | -13% | -2% | -4%
COc1ccc([N+](=O)[O-])cc1NC(=O)c1ccc(N(Cc2ccccc2C)S(C)(=O)=O)cc1 | -7% | 5% | 0%
CCOC(=O)c1ccccc1NC(=O)CSc1ccc(-c2cccnc2)nn1 | 7% | 8% | -2%
COc1ccc(-c2cn3c(C)c(C(=O)N4CCN(c5ccccc5F)CC4)sc3n2)cc1 | -4% | -19% | -4%
COc1cccc(NC(=O)Cn2c(-c3cncs3)nc3ccccc32)c1 | 8% | 12% | -6%
Cc1cc(C)cc(NS(=O)(=O)c2ccc3[nH]cc(C(=O)NCc4ccco4)c(=O)c3c2)c1 | -6% | 2%&9% | -4%&-6%
C=CCSc1nnc2nc3c(nn12)c1cc(C)ccc1n3CC=C | 25% | -10% | -2%
O=C(O)C1=C(OCc2ccccc2)C(=O)NCC1 | -5% | 21% | -1%
CN(Cc1ccccc1Cl)C(=O)CNC(=O)C12CC3CC(CC(C3)C1)C2 | . | 14% | -5%
COc1ccc(C(=O)NCCCN2CCN(CCCNC(=O)c3ccc(OC)c(OC)c3)CC2)cc1OC | -15% | -1% | 4%
COc1ccc(N=C2S/C(=C\c3cc(C)n(C)c3C)C(=O)N2C)cc1 | ? | -11% | -12%
NC(=O)Cn1nc2sc3ccccc3n2c(=O)c1=O | 7% | . | 1%
